Screens deposited in PubChem BioAssay by several laboratories.
Dyrk1A ADPGlo = inhibitors of rat Dyrk1A kinase; Q63470; ADP-Glo luminescence, NFATc1 peptide; inhibition, % at 12.5 µM; actives 0.43% (n = 310,000); AID 504441; in the data active = inhibition above about 50%;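 also: plate controls were vehicle with enzyme for no effect and no enzyme for full effect; many of its hits are not listed in these tables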
HSF-1 act = increases HSF-1 driven luciferase reporter signal; NIH3T3-HGL HSF-1 luciferase reporter, MG132, 8 h; 100% = twice DMSO control signal; AID 504408; actives 1.7% (n = 300,000); activation, % at 9 µM;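 active = mean replicate activation of at least 50% with a set share of replicates each reaching 50%; inconclusive = only one of those two conditions met; inactive = mean below 50% and too few replicates reaching it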;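 also: 0% = median of the neutral control wells and 100% = twice that signal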
PolyA inhibitor = inhibitors of polyadenylation in S. cerevisiae; S. cerevisiae SKY197-pL101 polyadenylation reporter, beta-gal luminescence; efflux-impaired pdr1/pdr3 knockout yeast; score 100 = 6 SD above DMSO; calls only at 12 µM; actives 0.02% (n = 300,000);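 active = lowest replicate activity score at least 50, where 100 means six control SD above control mean; inconclusive = lowest score under 50 but half or more replicates reach 50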;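 also: yeast exposed to compound for 9 h at 30 °C; higher score means more reporter readthrough which indicates perturbed polyadenylation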
GSK3B inh = human GSK3beta kinase inhibition; P49841; GST-GSK3beta kinase, ADP-Glo luminescence, 60 min; stronger effect = lower value; activity score (negative = inhibition), % at 10 µM; AID 2097; actives 0.038% (n = 300,000);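 active = more than half of replicate wells score below -50%, meaning over 50% inhibition versus plate controls; inconclusive = some replicates but at most half score below -50%; inactive = no replicate scores below -50%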;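 also: 0% = median DMSO wells and -100% = median GW8510 positive control wells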
Target sequence (P49841 whole entry, looked up): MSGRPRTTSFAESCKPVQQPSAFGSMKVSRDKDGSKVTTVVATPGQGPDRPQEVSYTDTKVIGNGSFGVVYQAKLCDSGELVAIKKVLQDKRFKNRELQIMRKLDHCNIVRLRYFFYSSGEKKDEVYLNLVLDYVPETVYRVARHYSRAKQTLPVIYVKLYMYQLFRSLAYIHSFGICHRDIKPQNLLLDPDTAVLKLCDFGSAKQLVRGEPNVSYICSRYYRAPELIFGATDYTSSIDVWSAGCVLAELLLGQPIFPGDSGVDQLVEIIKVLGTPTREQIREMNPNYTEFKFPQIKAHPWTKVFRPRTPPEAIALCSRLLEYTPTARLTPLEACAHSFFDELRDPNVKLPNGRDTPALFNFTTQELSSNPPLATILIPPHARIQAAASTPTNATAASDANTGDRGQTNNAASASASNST
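Test system: GST-fused GSK3beta enzyme, cell-free | Quantity: 1.6 ng GST-GSK3beta enzyme per well | Reagent: 25 µM ATP with peptide substrate | Schedule: 60 min enzyme reaction, room temperature | Signal: Luminescent ADP-Glo measurement of ADP formed | Read-out basis: Score relative to plate controls | Control set: DMSO and 20 µM GW8510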
AI-2 QS mod = modulators of Vibrio harveyi AI-2 quorum sensing system. Vibrio harveyi JMH597 AI-2 luminescence/OD600 ratio, 9 h; stronger effect = lower value; strain lacks LuxN and CqsS sensors; 0 = neutral-control median. actives 0.4% (n = 300,000). activity change, % at 7.5 µM; in the data active = activity change below about -75%, passing the limit was not always enough; inconclusive = no clear call, values can overlap the other calls;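 also: luminescence divided by OD600 gain over 9 h not by final OD600 alone; inactives centre near 13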
HSF1 inhib = HSF1 inhibition. NIH3T3-HGL HSE-luciferase, MG132-induced, luminescence 8 h; stronger effect = lower value. activity change, negative = inhibition, % at 7.5 µM (by protocol). actives 0.77% (n = 300,000). AID 2098;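 active = more than half of replicate wells show activity change below -50%, luminescence cut by over half; inconclusive = some wells, but at most half, below -50%; inactive = no replicate well below -50%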;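 also: luciferase reports HSF-1 transcriptional activity via heat shock element; 0% = median of DMSO wells and -100% = zero luminescence signal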
HSP90 refold inh = HSP90 refolding inhibition in rabbit reticulocyte lysate. actives 0.91% (n = 290,000). inhibition, % at 5.6 µM. luciferase refolding luminescence, 3 h;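 active = inhibition above the screen-wide mean plus 3 SD, computed separately per campaign, cut at about 16% in these data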;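 also: 0% = DMSO wells and 100% = 60 µM geldanamycin wells; inhibitors lower the luminescence because luciferase stays unfolded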
HDAC3 inh = inhibitors of human histone deacetylase 3; AID 2718; O15379; recombinant HDAC3, fluorogenic peptide/trypsin coupled, fluorescence; inhibition, % at 8.3 µM; actives 0.15% (n = 320,000); in the data active = inhibition above about 26%, passing the limit was not always enough; inconclusive = no clear call, values can overlap the other calls
Platelet DG rel = platelet dense granule release activity | human platelet-rich plasma, SFLLRN dense granule ATP release, luminescence | inhibition, %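 (compounds screened at 7.5 µM in platelet-rich plasma)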 | actives 0.22% (n = 300,000) | AID 1663;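 active = mean replicate score, as percent of positive control, at or above 50; inconclusive = mean below 50 but at least one replicate at or above 50; inactive = mean and every replicate below 50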
GSK3 alpha inh = human GSK-3 alpha kinase inhibition. P49840. inhibition, % at 10 µM. ADP-Glo luminescence, 60 min. actives 0.1% (n = 320,000);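 in the data active = inhibition above about 50%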;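 also: GST-tagged GSK-3 alpha with peptide substrate and 25 µM ATP; 0% = DMSO neutral wells and 100% = GW8510 positive control wells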
Target sequence (P49840 whole entry, looked up): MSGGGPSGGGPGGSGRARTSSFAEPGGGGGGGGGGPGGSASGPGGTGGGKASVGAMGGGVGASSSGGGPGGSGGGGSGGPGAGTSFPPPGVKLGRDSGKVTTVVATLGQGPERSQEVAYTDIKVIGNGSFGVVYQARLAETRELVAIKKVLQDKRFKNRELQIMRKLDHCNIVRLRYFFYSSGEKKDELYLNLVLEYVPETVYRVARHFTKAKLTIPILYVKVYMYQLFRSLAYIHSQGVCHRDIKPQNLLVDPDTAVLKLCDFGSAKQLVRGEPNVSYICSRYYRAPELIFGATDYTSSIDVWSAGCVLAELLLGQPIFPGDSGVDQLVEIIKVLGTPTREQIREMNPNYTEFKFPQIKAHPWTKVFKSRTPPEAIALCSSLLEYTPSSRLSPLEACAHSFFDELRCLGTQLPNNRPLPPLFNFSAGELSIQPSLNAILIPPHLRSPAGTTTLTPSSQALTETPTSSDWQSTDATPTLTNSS
An asterisk follows results filed as active; i = inactive; ? = inconclusive; nt = no result given. These rows are one share of the data; rates above refer to the full screens.

SMILES	Dyrk1A ADPGlo	HSF-1 act	PolyA inhibitor	GSK3B inh	AI-2 QS mod	HSF1 inhib	HSP90 refold inh	HDAC3 inh	Platelet DG rel	GSK3 alpha inh
O=C(c1cccs1)N1CCN(Cc2cccc([N+](=O)[O-])c2)CC1	4	4	i	2	31	5	3	-3	-10	3
O=c1ccc2[n+]([O-])c3ccc(O)cc3oc-2c1	nt	-5	i	-16	-418*	3	7	nt	30	nt
NC(=O)CN1C(=O)C(=O)N(Cc2ccccc2Cl)C1=O	7	-17	i	-2	6	0	4	3	7	-3
Oc1oc(-c2cccc3ccccc23)nc1/C=N/c1nccs1	-4	14	i	0	14	6	3	-2	8	-1
O=C(CSc1nc2ccccc2[nH]1)N1CCCCC1	8	22	i	-4	7	10	1	-3	1	1
Cc1cc(=O)oc2cc(OCC(=O)NCCc3c[nH]c4ccc(F)cc34)ccc12	nt	-1	i	5	15	-2	1	0	-2	-3
Clc1ccccc1-c1cc(COc2ccc3ccccc3c2)no1	10	29	i	7	20	15	-2	-7	-9	2
Cc1cccc(-n2c(C)nc3cc(C(=O)N4CCOCC4)ccc32)c1	1	-51	i	-2	3	-37	-7	?	-3	1
CN(C)S(=O)(=O)c1ccc(NC(=O)COC(=O)CC2CC3CCC2C3)cc1 (centres undefined)	-1	2	i	3	-39	1	0	2	-7	5
CCc1ccc(Nc2ncc3c(n2)CC(c2ccco2)CC3=O)cc1 (centres undefined)	-5	24	i	0	29	9	22*	-2	1	0
CN(C1CCCCC1)S(=O)(=O)c1ccc(NC(=O)c2ccco2)cc1	1	26	i	1	33	-5	2	6	-8	10
CCC1CCCCN1c1cc(C)nc2cc(-c3cccc(C)c3)nn12 (centres undefined)	-3	0	i	-2	17	-4	0	-5	-2	4
O=S1(=O)N=C(N(Cc2cccs2)c2ccc(O)cc2)c2ccccc21	73*	5	i	-3	17	-9	3	7	-8	0
CCOC(=O)c1ccc(NC(=O)COc2ccc(CNC3CCCCC3)cc2OC)cc1	-2	12	i	-1	17	4	2	1	2	0
CCN1CCCc2cc(CN(CCN3CCOCC3)C(=S)Nc3ccc(C)cc3)ccc21	4	7	i	0	28	10	-3	3	-2	4
O=S(=O)(c1cccc(C(F)(F)F)c1)N1CCC(c2cc(-c3cccc4ccccc34)n[nH]2)CC1	1	20	i	0	7	-2	4	7	-4	-3
Cc1ccc(CN2C(=O)[C@H]3Cc4c([nH]c5ccccc45)C(C)(C)N3C2=O)cc1	2	-8	i	-1	6	-3	nt	7	1	-1
Cn1cc(CNC(=O)COc2ccc(Cl)cc2Cl)cn1	5	-37	i	-2	17	-26	0	-8	-1	3
CCc1ccc(OCC(=O)N(Cc2ccccc2)C2CCS(=O)(=O)C2)cc1 (centres undefined)	-2	3	i	2	31	3	-5	6	4	-1
CCCCOC(=O)Nc1nnc(CC(=O)NCc2ccccc2)s1	nt	9	i	0	4	-3	2	0	14	-3
CN1/C(=C\C(=O)c2ccco2)c2ccccc2CC1(C)C	10	22	i	3	12	6	1	0	11	0
CCNc1nc(NC(N)=S)nc(NC(C)(C)C)n1	-6	-12	i	0	9	-12	-1	4	4	0
O=C(O)c1ccc(/C=N/NC(=S)NCc2ccccc2)cc1	nt	?	i	3	17	21	-2	3	3	-2
CCCc1nc2c(sc3nc4c(cc32)COC(C)(C)C4)c(=O)n1CCN(CC)CC	-10	7	i	-1	15	0	5	2	-2	0
CCCCCCn1cc(C(=O)O)c(=O)c2cc(F)c(N3CCCCC3)cc21	2	9	i	0	14	-3	-2	5	4	-7

(next part)
SMILES	Dyrk1A ADPGlo	HSF-1 act	PolyA inhibitor	GSK3B inh	AI-2 QS mod	HSF1 inhib	HSP90 refold inh	HDAC3 inh	Platelet DG rel	GSK3 alpha inh
CC12C=CC3(O1)C(C(=O)N(c1cccnc1)C3C(=O)NC1CCCCC1)C2C(=O)Nc1ccccc1 (centres undefined)	5	-17	i	7	-4	-5	-3	-8	-5	1
CC(=O)c1cccc(N=Cc2c(O)c3ccccc3oc2=O)c1	6	106*	i	4	8	74	-6	1	1	-2
COc1cc(NC(=O)C2CCCCC2)c(OC)cc1NC(=O)c1ccco1	10	-3	i	0	32	-1	-1	1	4	-3
COc1c(S(=O)(=O)N2CCCCC2)ccc2c(S(=O)(=O)N3CCCCC3)cccc12	5	nt	nt	nt	nt	nt	-2	0	nt	-1
COC1CCN(C(=O)C2CCC(=O)N(C3CCCCCC3)C2)CC1 (centres undefined)	1	4	i	nt	20	-1	-4	0	0	0
Cc1cc(=O)[nH]c(SCc2nc3ccccc3s2)n1	0	-3	i	1	18	19	-5	2	-7	0
O=C(Nc1cn(-c2ccccc2)nc1-c1ccc(F)cc1)c1ccccc1	-1	7	i	-5	14	1	-4	0	5	-3
Nc1nc(SCC(=O)NNc2c(Cl)cc(Cl)cc2Cl)n[nH]1	1	12	i	-1	24	-6	-5	10	-2	1
COc1ccc(N2CC(C(=O)Nc3nnc(SCCC4OCCO4)s3)CC2=O)cc1 (centres undefined)	-5	14	i	-1	38	2	-2	-6	-12	1
CCCCC(CC)C(=O)Nc1ccc(S(=O)(=O)N2CCCC2)cc1 (centres undefined)	3	0	i	-1	27	-2	-1	3	-2	1
COc1cccc(C2CC(c3cccc(NS(C)(=O)=O)c3)=NN2C(=O)c2ccccc2)c1OC (centres undefined)	3	9	i	-1	15	2	2	0	-7	-5
CC(C)Nc1nc2nonc2nc1Nc1ccccc1	7	4	i	-5	18	-5	0	3	8	5
CCOC(=O)N1CCN(C(=O)c2ccc3c(=O)n(Cc4ccccc4)c(=S)[nH]c3c2)CC1	-2	13	i	-3	-8	5	0	9	-2	-1
Cc1nn(C)cc1CNC(=O)COc1ccc(Cl)cc1Cl	-7	12	i	2	3	4	-3	-4	2	0
CC(=O)Nc1ccc(SC[C@H](Cc2ccccc2)N2CCN(CCc3ccccc3)CCC2=O)cc1	1	1	i	-1	8	0	nt	5	-4	-4
C=CCNC(=S)N/N=C/c1cccc([N+](=O)[O-])c1	0	-4	i	-2	3	1	1	12	1	0
O=C(COC(=O)c1ccc(S(=O)(=O)N2CCOCC2)cc1)NC1CCCCCC1	-2	4	i	-1	13	-6	2	13	4	1
O=C(CSc1nc2ccccc2n1S(=O)(=O)c1ccccc1)N1CCCC1	1	-17	i	1	38	-4	2	-3	26	-4
CCOC(=O)[C@@H]1[C@H]2COc3ccccc3[C@@H]2N2C(=O)N(c3cccc(Cl)c3)C(=O)[C@]12C	5	-8	i	-1	11	-2	1	19	1	-1
COC(=O)/C=C1/SC(=NC(=O)c2cccc([N+](=O)[O-])c2)NC1=O	-3	-2	i	5	10	-3	-1	5	-2	-3
CCN1C(=O)C2(SC(NC(C)=O)=NN2C(C)=O)c2cc(C)cc(C)c21 (centres undefined)	6	-1	i	1	29	2	4	-6	-9	6
c1ccn2cc(C34CC5CC(CC(C5)C3)C4)nc2c1	0	-7	i	-3	30	-6	0	-10	-10	-1
CC1(C)CCC(=O)N2CC[C@H]3C[C@H](OC(=O)Nc4ccc(Br)cc4)C[C@@H]1[C@H]32	3	?	i	-3	-8	26	-9	2	1	1
Cc1ccc(NC(=O)c2ccc3c(c2)N(CC(=O)N2CCCCC2)C(=O)C(C)(C)O3)cc1	1	-4	i	-1	14	-4	0	-4	2	-1
CCC(Sc1ncccc1Nc1ccccn1)C(=O)O (centres undefined)	3	nt	i	4	0	nt	nt	0	nt	-5

(more compounds)
SMILES	Dyrk1A ADPGlo	HSF-1 act	PolyA inhibitor	GSK3B inh	AI-2 QS mod	HSF1 inhib	HSP90 refold inh	HDAC3 inh	Platelet DG rel	GSK3 alpha inh
Cc1[nH]n(-c2ccc([N+](=O)[O-])cc2)c(=O)c1C=NCCc1c[nH]c2ccccc12	8	4	i	0	24	8	1	-4	19	-1
CS(=O)(=O)N1CCN(c2ccccc2NC(=O)c2ccc(-c3ccc(Cl)cc3Cl)o2)CC1	-2	29	i	-1	-2	10	1	1	-5	-1
CCCNC(=O)c1onc(CSc2ccncc2)c1C(=O)NCCC	1	12	i	0	-20	1	nt	6	-1	-14
C/C(=N\Nc1ccccn1)c1ccc(OC(F)F)cc1	9	9	i	2	25	2	-3	3	-3	0
COc1ccc(C(=O)N=C2SC3CS(=O)(=O)CC3N2Cc2ccccc2)cc1OC (centres undefined)	3	-18	i	4	8	-11	8	1	32	5
CCOc1cc(C2CC(=O)Nc3cc(C)c(C)cc32)ccc1O (centres undefined)	2	11	i	1	1	1	-3	-5	-5	4
CS(=O)(=O)Cc1nc2ccccc2oc1=O	-11	-7	i	1	4	4	3	-4	-1	-1
O=C(c1c(F)cccc1F)N(Cc1cccs1)C1CCCC1	-2	-2	i	0	28	-3	5	-3	3	-3
CCN(CC)S(=O)(=O)c1ccc2[nH]cc(C(=O)NCCc3ccccc3)c(=O)c2c1	3	8	i	-4	20	0	0	-10	-1	-1
COc1cc(NC(=O)CCc2c(C)nc3nc(C)nn3c2C)cc(OC)c1	-7	-18	i	0	34	-10	3	-1	1	2
CC(NS(=O)(=O)c1cccc(S(=O)(=O)c2ccccc2)c1)C(=O)O (centres undefined)	-3	-10	i	1	1	-1	2	-6	-3	-2
CCOc1ccc(NC(=O)CN2C(=O)C3CC=CCC3C2=O)cc1 (centres undefined)	-9	28	i	0	15	2	0	3	-4	0
CCOc1ccc2[nH]c(C)c(CN3CCCCC3)c(=O)c2c1	-2	-5	i	1	16	-9	2	2	2	-2
C/C(=N/N1CCN(c2ccccc2)CC1)c1cccc([N+](=O)[O-])c1	-4	4	i	1	19	-8	2	-2	6	-5
COc1ccc(CCNc2oc(Cc3cccc4ccccc34)nc2C#N)cc1OC	7	29	i	-2	33	22	-1	20	8	nt
O=C(CCl)Nc1ccccc1C(=O)NCc1ccccc1	-9	-6	i	3	10	-2	-2	-5	-1	1
O=C(COC(=O)c1ccccc1Nc1ccccc1)NCc1ccccc1Cl	-6	-2	i	5	44	1	5	0	-10	-3
CN(C(=O)c1ccc2c(c1)C(=O)N(CCC1=CCCCC1)C2=O)C1CCCCC1	4	39	i	1	-6	20	-2	1	-35	-2
C=CCOc1ccc(/C(O)=C2/C(=O)C(=O)N(CCCN3CCOCC3)C2c2ccccc2)cc1 (centres undefined)	-1	21	i	-2	29	5	1	5	-2	1
COc1ccc(N=Cc2cc(Cl)ccc2O)cc1Cl	0	nt	i	-4	-1	nt	2	-2	3	-3

Quoted at random: 2 compounds from above
SMILES	Dyrk1A ADPGlo	HSF-1 act	PolyA inhibitor	GSK3B inh	AI-2 QS mod	HSF1 inhib	HSP90 refold inh	HDAC3 inh	Platelet DG rel	GSK3 alpha inh
Cn1cc(CNC(=O)COc2ccc(Cl)cc2Cl)cn1	5	-37	i	-2	17	-26	0	-8	-1	3
Cc1nn(C)cc1CNC(=O)COc1ccc(Cl)cc1Cl	-7	12	i	2	3	4	-3	-4	2	0
